# M17LAP inhibition – P. falciparum M17LAP inhibitors, primary screen, biochemical, fluorogenic H-Leu-NHMec substrate, 1536-well (AID 1619). recombinant M17LAP, H-Leu-NHMec fluorogenic kinetic assay; higher % means a stronger effect. inhibition, % at 30 µM, or IC50 in µM where a hit was titrated. 220,000 compounds, 0.38% hits;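 active = compound inhibiting the enzyme by more than half at any dose during confirmatory dose-response retesting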;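 note: plate controls were full reaction with DMSO carrier for no effect and no enzyme background for full effect; strong numbers were not always called active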
# Dynein transport – dynein cargo transport inhibition; 3617.4 mouse cells, GR-EGFP nuclear translocation imaging; test concentration mostly 20 µM; stimulated with dexamethasone, 1 µM; hits give low values; 220,000 compounds, 0.47% hits; z-score, hits read low;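 active = plate z-score of nuclear minus cytoplasmic receptor signal below a set negative limit, without overly bright fluorescence or cell loss, cut at about -3.5 in these data, passing the limit was not always enough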;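 note: z-score of nuclear minus cytoplasmic ring GR-EGFP intensity difference per well; some compounds called inactive have numbers as strong as hits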
#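 Also added: dexamethasone, 1.0 µM final. Medium: tet-free, stripped-serum medium. Detection: fixed, Hoechst-stained cells imaged at 10x for EGFP. Read-out: nuclear-to-cytoplasmic GR-EGFP distribution per well. Times: induction 48 h, compound 1 h, agonist 30 min.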
# Autophagy mod – autophagy modulation, high-content screen. calls only at 10 µM (by protocol). 190,000 compounds, 0.98% hits. MEF GFP-LC3 puncta imaging; test concentration mostly 10 µM;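 active = percentage of spot-positive cells more than 3 SD above its plate mean, without a fluorescence outlier flag or 80% toxicity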;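 note: spot-positive cell cutoff set from DMSO-treated cells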
# HEK293 NOD2/NF-kB – inhibition of NOD2-driven NF-kB reporter – cell-based, luminescence, uHTS, HEK293 (AID 1566). HEK293 NOD2/NF-kB luciferase reporter, luminescence; higher % means a stronger effect. inhibition, % at 4 µM; hits with a dose series show EC50 in µM. 290,000 compounds, 0.63% hits; in the data active = inhibition above about 50%; note: many of its hits are not listed in these tables
# Yfh1-off respiration – enhancers of respiration in Yfh1-depleted yeast, dose response, Friedreich's ataxia, plus single-dose screen (AID 1465); S. cerevisiae Yfh1-off respiration, WST-1 reduction, 72 h; higher fold induction means a stronger effect; 220,000 compounds, 0.074% hits; one-dose fold induction at 50 µM; EC50 in µM for titrated hits;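 active = fold induction of absorbance versus untreated yeast above a set limit, then at least 30% activation at any dose in follow-up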;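 note: activators that raise dye reduction in frataxin-depleted yeast; strong numbers were not always called active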
# Insulin prom up – MIN6 insulin promoter up-regulation; MIN6 insulin promoter-GFP reporter, high-content imaging; hits give high values; z-score at 5 µM; 190,000 compounds, 0.3% hits; AID 1625;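 active = z-score above 3 at 5 µM with at least 500 cells counted in the well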
# NOD1 NF-kB reporter – NOD1 signaling inhibitors, primary screen, cell-based, luminescence, uHTS (AID 1578); inhibition, % at 4 µM, or EC50 in µM where a hit was titrated; NOD1-driven NF-kB luciferase reporter cells, luminescence; higher % means a stronger effect; 290,000 compounds, 1% hits; in the data active = inhibition mostly above about 36%, no sharp cut-off; inactive = mostly below about 34%;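 note: HEK-293T reporter cells stimulated with the NOD1 agonist gamma-tri-DAP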
# b-catenin transl – beta-catenin nuclear translocation modulation; HeLa beta-catenin nuclear translocation, immunofluorescence imaging; nuclear translocation activity, % at 5 µM; 190,000 compounds, 0.3% hits;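 active = nuclear translocation activity above 50% at 5 µM, with a well cell count of 50 or more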;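 note: per-cell ratio of nuclear to cytoplasmic median beta-catenin stain intensity; plate controls were DMSO negative control for no effect and GSK-3 inhibitor IX positive control for full effect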
#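 Test system: human HeLa cells, native beta-catenin. Compound dosing: 5 µM primary single dose, 0.1% DMSO, 0.02–20 µM confirmation series. Incubation: compound exposure 24 h at 37°C. Detection: beta-catenin immunostaining with DAPI counterstain, 20x imaging, 6 fields/well. Read-out basis: Nuclear/cytoplasmic beta-catenin signal ratio, % activation.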
# MT stabilizer – microtubule stabilization, imaging screen. % tubulin-high responders, % at 10 µM. HeLa tubulin immunostaining HCS, 24 h; share of cells brighter than vehicle mean+2SD. 200,000 compounds, 0.83% hits;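 active = plate Z-score above 3 for both tubulin-high and condensed-nucleus cell shares, with cell loss under 80%, at 10 µM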;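 note: anti alpha tubulin signal scored within the nucleus-defined area of each cell; some results filed as inactive read as strong as hits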
# Dynein transport cytoplasmic EGFP – further read-out of Dynein transport, marked with its call; z-score; measured here: cytoplasmic GR-EGFP intensity; hits give high values
# Dynein transport nuclear GR-EGFP – recorded beside Dynein transport, whose call it bears; z-score; measured here: nuclear GR-EGFP intensity;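 lower value marks the stronger effect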
# Dynein transport cell count – further read-out of Dynein transport, marked with its call; z-score; measured here: cell count per field
# Insulin prom up cell count – second read-out of Insulin prom up, no call of its own (marks repeat the call); cell count; measured here: cytotoxicity, nuclei count;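 total cells summed across four imaged fields per well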
# b-catenin transl cell count 5 µM – further read-out of b-catenin transl, marked with its call; cell count; measured here: cell count, cytotoxicity flag
# MT stabilizer Hoechst-high % – further read-out of MT stabilizer, marked with its call; % Hoechst-high responders; measured here: nuclear condensation Hoechst responders;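 share of cells brighter than vehicle mean plus two SD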
# MT stabilizer cytotoxicity % – second read-out of MT stabilizer, no call of its own (marks repeat the call); toxicity, %; measured here: cytotoxicity by cell density;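 0% = mean cell density of plate MIN control wells and 100% = no cells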
# Autophagy mod cell loss 18 h – second read-out of Autophagy mod, no call of its own (marks repeat the call); toxicity, %; measured here: cell loss, nuclei count;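 cell loss after 18 h compound exposure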
# An asterisk follows results filed as active; i = inactive; · = no result given. The list is partial, so the mix of outcomes need not match the whole.
structure	M17LAP inhibition	Dynein transport	Dynein transport cytoplasmic EGFP	Dynein transport nuclear GR-EGFP	Dynein transport cell count	Autophagy mod	Autophagy mod cell loss 18 h	HEK293 NOD2/NF-kB	Yfh1-off respiration	Insulin prom up	Insulin prom up cell count	NOD1 NF-kB reporter	b-catenin transl	b-catenin transl cell count 5 µM	MT stabilizer	MT stabilizer Hoechst-high %	MT stabilizer cytotoxicity %
Cc1ccc(NC(=O)Cn2cccc2)cc1	13%	-0.39	-0.32	-0.072	0.87	i	1	10%	i	-0.7	1127	-9%	-0.9	1059	3.0	2.6	3.2
CCCCN(C)C(=O)C(Cc1ccccc1)NS(=O)(=O)c1ccc2c(c1)CCC(=O)N2 (stereo not given)	-1%	-1.2	-0.2	-0.72	0.43	i	-1	0%	i	-0.64	1011	-9%	4.7	1204	2.6	2.9	6.5
N#C/C(=C\c1cccc([N+](=O)[O-])c1)C(=O)NCC1CCCO1 (stereo not given)	-13%	2.6	0.025	2.1	-1.9	i	-13	-19%	i	0.17	1403	-21%	-0.5	1047	2.4	0.7	3.5
CCOC(=O)c1[nH]cnc1C(=O)Nc1ccccn1	4%	-0.33	0.28	0.0054	0.52	i	1	-50%	i	2.4	1371	13%	-3.8	1418	4.9	1.8	5.1
Cc1ccc(NC(=O)c2c(C(=O)Nc3ccccc3)sc3nc(C)cc(=O)n23)cc1	0%	0.63	-0.28	-0.23	-0.84	i	1	0%	i	-0.78	1419	-11%	1.6	1096	1.5	1.2	7.6
C/C(=N/Nc1nc(-c2ccccc2)cc(-c2ccc(F)cc2)n1)c1cccc(N)c1	4%	1.2	0.18	0.81	-0.52	i	2	-61%	i	1.9	1019	-29%	-0.9	1150	6.3	1.3	4.4
Cc1cccc(COCC(Cc2ccccc2)N2CCN(C(=O)c3cccc(Cl)c3)CCC2=O)c1 (stereo not given)	40%	-0.87	-0.28	0.13	0.52	i	-9	-1%	i	-0.85	1148	-34%	·	·	3.3	3.9	7.1
CCCCCC(=O)Nc1ccc(-c2csc(C)n2)cc1	-11%	-0.65	-0.31	-0.64	0.9	i	1	10%	i	0.53	1212	39%	0.1	942	4.1	2.6	3.6
Cc1nc2ccccc2nc(C)c1=NO	2%	-0.14	-0.11	-0.17	1	i	5	-1%	i	·	·	10%	·	·	3.5	2.3	2.5
COc1ccc(C(=O)OCC(=O)NCCCc2ccccc2)cc1[N+](=O)[O-]	2%	-0.24	-0.19	0.56	-1.3	i	-1	10%	i	0.1	1440	-25%	-0.4	1535	5.1	2.0	7.1
CCC1=C(OC(=O)N(CC)CC)N2C(=O)OC(=NCCOC)[C@]2(Cc2ccccc2)[C@H]2C1=CC[C@H]1C(=O)NC(=O)[C@H]12	1%	-0.93	-0.79	-0.43	0.66	·	·	20%	i	-0.02	1029	3%	-0.2	1174	·	·	·
Cc1ccc(C(C[N+](=O)[O-])c2c(C)cc3ccccn23)cc1 (stereo not given)	23%	-0.9	-0.22	-0.73	0.39	i	13	7%	i	0.85	1275	6%	·	·	4.7	4.0	1.6
Brc1ccc(C2=CC(c3ccco3)n3nnnc3N2)cc1 (stereo not given)	·	-0.55	-0.19	0.28	-0.15	·	·	15%	·	·	·	-1%	0.3	1323	·	·	·
Cc1noc(C)c1C(=O)NCCCc1ccccc1	7%	2.2	-0.18	1.4	-0.11	i	-10	-20%	i	0.43	1355	-11%	1.9	1183	3.5	1.2	4.5
Cc1ccc(N2NC(=O)/C(=C/C=C/c3ccco3)C2=O)cc1C	6%	-1.5	-0.18	-0.72	0.62	i	5	-8%	i	·	·	0%	1.3	1099	1.9	2.5	9.2
Cc1ccc(Cn2c(Sc3ncccn3)nc3c2c(=O)[nH]c(=O)n3C)cc1	-2%	-0.12	-0.16	0.41	-0.73	i	-8	17%	i	-0.29	1153	15%	-1.6	1055	6.5	1.7	1.1
COc1cccc(-c2cc(C(F)(F)F)nc(NCc3ccco3)n2)c1	6%	-0.47	-0.25	0.031	0.092	i	3	-8%	i	-1.3	836	-20%	-2.1	1238	11	5.3	98
CCC(=O)Nc1cc(ON=C(C)C)cc([N+](=O)[O-])c1	2%	2.7	-0.12	1.1	-1.9	i	-14	11%	i	-0.35	1373	-25%	·	·	3.0	2.1	4.5
COC(C/C=C/[C@@H](O)COCc1ccccc1)OC	6%	1.4	-0.39	0.8	-1.4	·	·	4%	i	·	·	2%	0.8	1236	·	·	·
CCCCc1n[nH]c2c1/C(=N/O)CC(C)(C)C2	6%	-0.2	-0.24	-0.36	0.29	i	5	20%	i	·	·	-12%	·	·	3.5	2.6	7.3
CCOC(=O)c1c(-c2ccco2)csc1N	23%	-1	-0.18	-0.37	0.75	i	-1	-12%	i	0.2	1135	3%	0.2	1162	2.3	1.9	4.5
Cc1ccc(OCC(=O)N/N=C\c2ccc(C)o2)c([N+](=O)[O-])c1	5%	-0.28	0.61	-0.011	0.41	i	38	7%	i	·	·	-27%	-1.7	588	1.0	1.2	2.8
Cc1ccsc1/C=N/NC(=O)c1cccnc1	26%	0.037	-0.26	0.14	0.27	·	·	11%	i	-0.47	1142	1%	0.0	1303	·	·	·
CCOC(=O)C1CCCN(C(=O)c2cccc(NC(=O)C(CC)CC)c2)C1 (stereo not given)	9%	0.28	-0.15	0.036	0.2	i	19	2%	i	·	·	17%	0.5	1496	1.8	2.0	1.8
Cc1nc(N2CCN(c3ccccn3)CC2)c2c(C)c(C(=O)Nc3ccc(F)cc3)sc2n1	0%	0.34	-0.27	0.54	-0.56	i	7	9%	i	-2.5	1129	25%	1.0	1098	2.0	2.4	0.9
Cc1sc2nc[nH]c(=S)c2c1-c1ccccc1	1%	0.42	0.0099	0.54	-0.51	i	-2	-9%	i	-0.15	1199	99%*	-1.2	1117	2.0	2.4	6.4
O=C(CCNc1cccc(Cl)c1)c1ccco1	-2%	-1.3	-0.2	-0.55	0.38	i	-12	7%	i	·	·	-18%	-0.4	1101	5.5	2.2	8.2
Cc1nc(N2CCCCC2)sc1C(=O)c1ccc(Cl)c([N+](=O)[O-])c1	-2%	-0.55	-0.12	0.11	0.76	i	6	7%	i	0.62	1169	-17%	-1.0	1074	2.9	3.5	0.8
Cc1ccc(C)c(NC(=O)c2sc(Cl)nc2-c2ccccc2)c1	-2%	-0.17	0.038	0.3	0.034	i	1	14%	i	-0.67	1033	-4%	1.5	1206	0.8	1.0	7.6
Nc1nc(SCC(=O)NCc2ccccc2Cl)[nH]c(=O)c1NC(=O)c1ccccc1F	-10%	-0.33	-0.32	-0.41	0.9	i	-5	7%	i	0.4	1368	-23%	-1.5	929	5.9	2.4	2.7

# Next part.
structure	M17LAP inhibition	Dynein transport	Dynein transport cytoplasmic EGFP	Dynein transport nuclear GR-EGFP	Dynein transport cell count	Autophagy mod	Autophagy mod cell loss 18 h	HEK293 NOD2/NF-kB	Yfh1-off respiration	Insulin prom up	Insulin prom up cell count	NOD1 NF-kB reporter	b-catenin transl	b-catenin transl cell count 5 µM	MT stabilizer	MT stabilizer Hoechst-high %	MT stabilizer cytotoxicity %
Nc1ccc(S(=O)(=O)c2cccc(N)c2)cc1	-5%	-0.047	-0.16	-0.055	0.41	i	20	1%	i	-0.11	1847	-26%	-2.1	1079	2.5	1.9	4.5
Cc1cccc(-c2noc(CCC(=O)NCc3ccco3)n2)c1	2%	-0.26	0.046	-0.2	0.12	i	-3	-18%	i	-0.52	879	-23%	-3.1	1220	1.5	2.1	11
CCNCc1ccc(OCc2cccs2)c(OCC)c1	16%	-0.89	-0.22	-0.54	0.98	i	29	-7%	i	-0.39	1199	-32%	0.1	1093	2.7	1.8	7.4
O=C(O)CCCNc1ccc(S(=O)(=O)N2CCCCC2)cc1	-6%	-0.26	0.03	0.02	0.59	i	20	8%	i	·	·	-17%	-0.9	956	3.9	1.5	1.7
Cc1cc(C)c(NC(=S)NCC2CCN(C(C)c3ccccc3)C2)c(C)c1 (stereo not given)	2%	-1.4	-0.28	-0.79	1.4	i	6	-20%	i	-0.88	1160	-42%	-0.2	1134	5.1	2.3	4.2
O=C(Nc1ccc(Cl)cc1)N1CCC(c2nc(-c3ccccc3Cl)no2)CC1	-5%	0.29	-0.22	0.46	0.39	i	7	14%	i	0.37	757	47%	-5.9	1143	8.3	6.6	4.8
CC(=O)Nc1ccc(NC(=O)C(C)OC(=O)C2(c3ccc(Cl)cc3)CCCC2)cc1 (stereo not given)	1%	-0.063	-0.22	0.23	-0.064	i	9	-1%	i	-0.32	1527	5%	-0.5	1127	4.7	2.9	3.8
CCCCC1=CC2=CC(=O)C(C)(OC(=O)CC)C(=O)C2=CN1Cc1ccc(OC)cc1 (stereo not given)	4%	-0.65	-0.72	-0.49	0.61	·	·	28%	i	0.32	1083	0%	-1.3	1180	·	·	·
CC(=O)N1CCC(N(CCN2CCOCC2)C(=S)Nc2ccc(C)cc2C)CC1	3%	2.5	-0.33	0.64	-1.1	i	8	16%	i	-0.22	1193	-13%	1.2	1008	0.8	1.1	3.2
NC(=O)CSc1nnc2n(-c3ccccc3)c(=O)c3c4c(sc3n12)CCCCC4	8%	0.17	-0.15	0.74	-0.78	i	12	-1%	i	·	·	8%	3.3	998	4.3	3.6	7.8
FC(F)(F)c1cccc(-n2c(Cn3nnc4ccccc43)n[nH]c2=S)c1	6%	0.55	-0.26	0.22	0.44	·	·	-2%	i	0.96	1031	9%	-1.0	1298	·	·	·

# High-throughput results from PubChem BioAssay.
